Compound activity as filed in PubChem BioAssay.
OX1R antag-1 = blocks the human orexin 1 receptor; O43613; OX1R-expressing cells, FRET antagonist read-out; inhibition, % at 6.6 µM; 330,000 compounds, 1.8% hits; AID 485270; in the data active = inhibition mostly above about 38%, no sharp cut-off; inactive = mostly below about 40%;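 also: 0% = agonist challenge alone and 100% = reference antagonist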
Target sequence (O43613 whole entry, looked up): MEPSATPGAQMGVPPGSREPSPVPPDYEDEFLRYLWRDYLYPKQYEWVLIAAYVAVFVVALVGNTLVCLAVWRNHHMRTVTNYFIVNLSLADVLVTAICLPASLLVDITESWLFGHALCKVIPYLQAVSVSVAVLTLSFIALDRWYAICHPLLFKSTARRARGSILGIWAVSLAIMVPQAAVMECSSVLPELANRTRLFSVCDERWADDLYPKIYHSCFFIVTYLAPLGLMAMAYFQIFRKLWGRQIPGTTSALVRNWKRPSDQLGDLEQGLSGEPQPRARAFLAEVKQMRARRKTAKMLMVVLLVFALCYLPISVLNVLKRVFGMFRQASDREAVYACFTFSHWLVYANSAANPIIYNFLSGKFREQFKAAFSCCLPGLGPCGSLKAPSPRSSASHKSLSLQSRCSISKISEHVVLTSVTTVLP
OX1R antag-2 = blocks the human orexin 1 receptor; O43613; CHO/OX1R cells, Fluo-8 calcium fluorescence, orexin A; inhibition, % at 5 µM; 330,000 compounds, 0.43% hits; AID 434989;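 active = inhibition above its plate's threshold, mean inhibition of all tested compounds on the plate plus 3 SD, cut at about 37% in these data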;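 also: 0% = orexin A challenge wells and 100% = SB-334867-A antagonist wells; not every result past the cut was called active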
STK33 inh = inhibitors of human STK33 kinase | inhibition, % at 10 µM | Q9BYT3 | AID 2661 | 320,000 compounds, 0.073% hits | purified STK33, MBP phosphorylation, ADP-Glo luminescence;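 active = inhibition at or above 25%, using the most active replicate where run in duplicate; inactive = inhibition below 25%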
Target sequence (Q9BYT3 whole entry, looked up): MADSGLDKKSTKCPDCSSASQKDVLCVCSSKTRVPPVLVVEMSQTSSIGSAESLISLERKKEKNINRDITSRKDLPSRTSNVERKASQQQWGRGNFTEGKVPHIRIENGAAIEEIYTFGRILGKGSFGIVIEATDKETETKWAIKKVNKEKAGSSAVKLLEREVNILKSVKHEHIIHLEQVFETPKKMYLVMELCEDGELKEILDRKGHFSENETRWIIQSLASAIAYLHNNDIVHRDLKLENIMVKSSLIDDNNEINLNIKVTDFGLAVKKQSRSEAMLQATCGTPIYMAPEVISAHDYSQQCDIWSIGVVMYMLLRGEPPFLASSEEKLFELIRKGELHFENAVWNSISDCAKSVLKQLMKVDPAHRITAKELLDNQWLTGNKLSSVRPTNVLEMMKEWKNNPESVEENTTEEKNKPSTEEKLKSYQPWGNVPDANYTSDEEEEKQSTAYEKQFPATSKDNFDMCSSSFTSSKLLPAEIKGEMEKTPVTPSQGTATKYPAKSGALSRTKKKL
Starred values were filed as active, the others as inactive; . = no result given.

1. COc1ccccc1CNC(=O)COC(=O)COc1ccccc1F
2. CCNC(=S)Nc1ccc2c(c1)oc1ccccc12
3. Cc1ccc(CSc2nnc([C@@H]3CCCN3)o2)cc1
4. Nc1nncn1C(=O)c1c(Cl)cccc1Cl
5. COc1ccc(N2CCN(c3ccc(S(=O)(=O)N(C(C)C)C(C)C)cn3)CC2)cc1
Assay by compound	1	2	3	4	5
OX1R antag-1	0	13	4	5	0
OX1R antag-2	-11	-24	-24	-14	7
STK33 inh	5.0	-1.2	-0.2	-3.1	-0.9

6. O=C1c2ccccc2NC(c2ccc(Cl)cc2Cl)N1Cc1ccccc1 (stereo not given)
7. CCOC(=O)C1C(c2ccc([N+](=O)[O-])cc2)C2C(=O)NN=C2CC1(C)O (stereo not given)
8. O=C(OCC(=O)c1ccccc1Cl)C1=NN(c2ccccc2)C(=O)CC1
9. COC(=O)c1c(N)n(CCCN2CCOCC2)c2nc3ccccc3nc12
10. N#Cc1ccc(C(c2nnnn2Cc2ccccc2)N2CCCC2)cc1 (stereo not given)
Assay by compound	6	7	8	9	10
OX1R antag-1	30	7	5	9	8
OX1R antag-2	0	-17	-26	-17	-12
STK33 inh	-0.6	0.2	-1.0	-0.3	-0.1

11. Cc1ccc(-c2nnc(NC(=O)c3ccco3)o2)c(C)c1
12. C=C(C)CN(CC)C(=O)c1ccc(OC2CCN(S(=O)(=O)N(C)C)CC2)cc1
13. COc1ccc(CC(=O)NNC(=O)Cc2ccc(OC)cc2)cc1
14. COc1ccc(NC(=O)/C=C/C(=O)O)c([N+](=O)[O-])c1
15. O=C(CNS(=O)(=O)c1cccc(Cl)c1)Nc1ccc(-c2nc3ccccc3s2)cc1
Assay by compound	11	12	13	14	15
OX1R antag-1	19	11	0	30	22
OX1R antag-2	-3	-13	-8	-6	-31
STK33 inh	.	-1.2	-2.0	6.4	-1.0

Profiles as entered above. Order of screens: OX1R antag-1	OX1R antag-2	STK33 inh
Entry for `COc1ccc(NC(=O)/C=C/C(=O)O)c([N+](=O)[O-])c1` → 30	-6	6.4
Entry for `C=C(C)CN(CC)C(=O)c1ccc(OC2CCN(S(=O)(=O)N(C)C)CC2)cc1` → 11	-13	-1.2
Entry for `Cc1ccc(-c2nnc(NC(=O)c3ccco3)o2)c(C)c1` → 19	-3	.
Entry for `O=C(CNS(=O)(=O)c1cccc(Cl)c1)Nc1ccc(-c2nc3ccccc3s2)cc1` → 22	-31	-1.0
Entry for `COc1ccc(CC(=O)NNC(=O)Cc2ccc(OC)cc2)cc1` → 0	-8	-2.0

(further entries)
16. COCCn1c(SCC(=O)Nc2cccc(OC)c2)nnc1-c1ccccc1
17. Cc1ccccc1OCCNC(=O)CSc1ccc(C(F)(F)F)cc1[N+](=O)[O-]
18. Cn1cc(CN2CCC(n3nccc3NC(=O)c3ccccc3Cl)CC2)c2ccccc21
19. CC(C)N(Cc1nc(-c2ccccc2)no1)C(=O)c1ccc([N+](=O)[O-])cc1
20. CCCOc1ccc2oc(=O)c3c(c2c1)CCCN3C(=O)CN1CCN(C(=O)c2ccco2)CC1
Assay by compound	16	17	18	19	20
OX1R antag-1	10	16	11	38	5
OX1R antag-2	-13	-13	-21	-19	-20
STK33 inh	-3.0	-1.9	-0.3	-1.4	-0.7

3 compounds drawn at random from the list so far, as already listed:
17. Cc1ccccc1OCCNC(=O)CSc1ccc(C(F)(F)F)cc1[N+](=O)[O-]
20. CCCOc1ccc2oc(=O)c3c(c2c1)CCCN3C(=O)CN1CCN(C(=O)c2ccco2)CC1
19. CC(C)N(Cc1nc(-c2ccccc2)no1)C(=O)c1ccc([N+](=O)[O-])cc1
Assay by compound	17	20	19
OX1R antag-1	16	5	38
OX1R antag-2	-13	-20	-19
STK33 inh	-1.9	-0.7	-1.4

The list goes on.
21. Cc1ccc(NC(=O)c2nc[nH]c2C(=O)N2CCOCC2)c(C(=O)c2ccccc2)c1
22. COc1ccc2[nH]c3c(=O)n4c(nc3c2c1)SCC4
23. CCc1ccc(C(C)NC(=O)C2CCCC2)cc1 (stereo not given)
24. Nc1nnc(SCC(=O)OCc2ccc(Cl)c(Cl)c2)s1
25. O=c1cc(-c2ccccc2)[nH]c2cc(F)ccc12
Assay by compound	21	22	23	24	25
OX1R antag-1	13	26	-2	25	19
OX1R antag-2	-21	-30	-22	-6	1
STK33 inh	0.9	1.2	3.0	-1.0	-0.1

26. COc1ccc(OC)c(-n2c(-c3cc(-c4ccccc4)n[nH]3)n[nH]c2=S)c1
27. COc1ccc(NC(=O)CN2CCN(C(C)=O)CC2)cc1S(=O)(=O)N1CCOCC1
28. Cc1ccc(C(=O)NCCc2ccccc2)cc1N1CCCC1=O
29. CCCCC(c1nnnn1CCOC)N1CCN(CC)CC1 (stereo not given)
30. CCOc1ccc(-c2[nH]ncc2-c2ccc(Cl)cc2)c(O)c1
Assay by compound	26	27	28	29	30
OX1R antag-1	1	10	9	10	-2
OX1R antag-2	-11	-5	-7	-1	-2
STK33 inh	-1.6	-2.5	-1.8	0.8	0.9

31. CCN(CC)C(=O)c1ccc(COc2ccc(Cl)c(C)c2)o1
32. CCc1ccc(N2CC(C(=O)Nc3ccccc3F)CC2=O)cc1 (stereo not given)
33. O=[N+]([O-])c1cc(/C=N/OCc2c(Cl)cccc2Cl)ccc1N1CCOCC1
34. COC(=O)c1c(NC(=O)CSc2nnc(-c3ccco3)n2Cc2ccccc2)sc(C)c1C
35. CCNc1nc(Cl)nc(NCCOc2ccc(C)cc2)n1
Assay by compound	31	32	33	34	35
OX1R antag-1	19	-4	23	10	-5
OX1R antag-2	-13	-27	-25	-26	-17
STK33 inh	-1.5	-0.1	-0.8	-0.8	-0.9

36. CCC(SC1=NCCS1)C(=O)Nc1ccc(S(N)(=O)=O)cc1 (stereo not given)
37. COc1ccc2c(c1OC)C(=O)N(c1nccs1)C2
38. Brc1ccc(-c2nc3ncccn3c2NC2CCCCC2)o1
39. CSCC(NS(=O)(=O)c1ccc(C)cc1)C(=O)O (stereo not given)
40. CCN(CC)Cc1cc(NC2=NS(=O)(=O)c3ccccc32)ccc1OC(=O)C(C)C
Assay by compound	36	37	38	39	40
OX1R antag-1	2	32	6	18	4
OX1R antag-2	-13	-20	-23	-7	-8
STK33 inh	-0.9	-1.2	1.4	-1.7	-1.8

41. Cc1cc(C)nc(Nc2ccc(C)c([N+](=O)[O-])c2)n1
42. Cc1ccc(CNC(=O)COC(=O)Cc2ccc(-c3ccccc3)cc2)cc1
43. CC(C)(C)c1ccc(NC(=O)COC(=O)c2ccc(CN3CCCC3=O)cc2)cc1
44. CC(OC(=O)c1ccco1)C(=O)NCc1ccc2c(c1)OCO2 (stereo not given)
45. O=S(=O)(c1ccccc1)C1(C2CC(c3ccccc3)=NO2)CC(O)C1 (stereo not given)
Assay by compound	41	42	43	44	45
OX1R antag-1	53	35	14	-9	20
OX1R antag-2	-25	-21	-30	0	-14
STK33 inh	-0.6	-0.4	-1.5	-0.7	0.6

46. CCCNC(=O)C1CCC(CNS(=O)(=O)c2ccc3c(c2)CC(C)N3C(C)=O)CC1 (stereo not given)
47. CNC(=O)C1CC(=O)N(Cc2ccc3c(c2)OCO3)C(=Nc2ccc(F)cc2)S1 (stereo not given)
48. N#Cc1ccccc1OCC(=O)N1CCN(S(=O)(=O)c2ccc(Cl)cc2)CC1
49. Cc1nc([N+](=O)[O-])cn1CC(=O)c1ccc(OC(F)(F)F)cc1
50. O=C(NC(=S)Nc1ccc(N2CCCC2)cc1)c1ccccc1[N+](=O)[O-]
Assay by compound	46	47	48	49	50
OX1R antag-1	5	26	5	8	-4
OX1R antag-2	-15	-18	-28	1	2
STK33 inh	-2.8	0.5	-2.3	7.0	0.1

51. CC(C)(O)c1cc(=O)sc2nc3ccccc3n12
52. COc1ccc(C(=O)NC(=S)NNC(=O)c2ccncc2)cc1Br
53. OCC1CCN(Cc2nc(Cc3ccccc3Cl)no2)CC1
54. CN(C)S(=O)(=O)c1ccc(NC(=O)C2CC(=O)N(Cc3ccccc3Cl)C2)cc1 (stereo not given)
55. C=CCc1ccccc1OCCn1nnc2ccccc21
Assay by compound	51	52	53	54	55
OX1R antag-1	8	6	1	15	12
OX1R antag-2	-6	-2	-1	-14	-11
STK33 inh	1.7	1.5	-0.4	-0.8	-1.7

The list goes on, starting with the last two of the part before.
54. CN(C)S(=O)(=O)c1ccc(NC(=O)C2CC(=O)N(Cc3ccccc3Cl)C2)cc1 (stereo not given)
55. C=CCc1ccccc1OCCn1nnc2ccccc21
56. C=CCSc1ncccc1C(=O)NCc1ccccc1
57. O=c1cc(N/N=C/c2ccccc2)[nH]c(=O)[nH]1
58. COc1cc(OC)cc(-c2nc(-c3cccs3)no2)c1
59. O=C(c1cc2cc(F)ccc2[nH]1)N1CCN(Cc2ccc3c(c2)OCO3)CC1
60. Cc1nc(C)c(C(=O)NNS(=O)(=O)c2ccccc2)s1
Assay by compound	54	55	56	57	58	59	60
OX1R antag-1	15	12	9	8	38	10	13
OX1R antag-2	-14	-11	-23	-10	-26	-3	4
STK33 inh	-0.8	-1.7	.	-0.6	-0.2	-1.8	-1.3

61. N/C(=N\OC(=O)c1cnn(-c2ccccc2)c1C(F)(F)F)c1cc(C(F)(F)F)cc(C(F)(F)F)c1
62. CC(C)NS(=O)(=O)c1ccc(CCC(=O)N2CCc3ccccc3C2)cc1
63. CC1CCC(C(C)C)C(OCC(O)CNC(C)(C)C)C1 (stereo not given)
64. CCCCN(CCCC)CCNC(=O)CN1C(=O)COc2ccc(S(=O)(=O)N3CCOCC3)cc21
65. CCCCn1c(N)c(N(CCOC)C(=O)COC(=O)CCOc2ccccc2C)c(=O)[nH]c1=O
Assay by compound	61	62	63	64	65
OX1R antag-1	5	37	16	13	4
OX1R antag-2	-11	-16	-21	-23	-4
STK33 inh	-0.9	-1.4	-1.7	-0.1	.

66. O=C(Nc1cccc2ccccc12)N1CCN(Cc2ccccc2)CC1
67. O=C(CSc1nccc(=O)[nH]1)c1ccco1
68. O=C(Nc1ccc(F)cc1)N1CCCC(c2nc3c(nnn3Cc3ccccc3Cl)c(=O)[nH]2)C1 (stereo not given)
69. Cc1ccc(-n2c(SCC(=O)NCC3CCCO3)nc3n[nH]c(C)c3c2=N)cc1Cl (stereo not given)
70. COc1ccc2c(CC(=O)OCC(=O)Nc3ccc4c(c3)OCO4)coc2c1
Assay by compound	66	67	68	69	70
OX1R antag-1	49	20	6	22	16
OX1R antag-2	-13	-12	-24	-33	-14
STK33 inh	-0.5	-1.4	-0.6	-1.0	0.2

71. CCC1/C(=N\O)CC(c2ccco2)NC1c1ccco1 (stereo not given)
72. Cn1c(Cn2c3ccccc3c3ccccc32)n[nH]c1=S
73. Cc1ccc(NC(=O)Cn2nnc3ccccc32)cc1
74. CC(=O)N1CCN(C(=O)CSc2nnc(C)n2-c2ccccc2)CC1
75. Cc1cc2cc3c(cc2nc1SCC(=O)Nc1nc(C)c(C)s1)OCO3
Assay by compound	71	72	73	74	75
OX1R antag-1	13	0	8	0	13
OX1R antag-2	-28	-15	-15	0	-9
STK33 inh	0.7	-3.5	-1.3	-0.4	0.5

76. C(=Nc1cccc2c(N=Cc3ccco3)cccc12)c1ccco1
77. Cc1ccccc1N(CC(=O)O)S(C)(=O)=O
78. Cc1cc(Cl)c2oc(C(=O)N3CCN(c4cccc(C)n4)CC3)c(C)c2c1
79. CC(C)CN(C(=O)CN1CCCCCC1)c1c(N)n(CC(C)C)c(=O)[nH]c1=O
80. O=C(NC1CCCCCC1)c1ccc(CS(=O)(=O)Cc2ccccc2F)o1
Assay by compound	76	77	78	79	80
OX1R antag-1	32	15	5	6	12
OX1R antag-2	-22	-8	-35	-21	-14
STK33 inh	0.1	-0.8	0.3	-0.4	0.5

81. COCCN1C(=O)N(c2cccc(OC)c2)C(=O)C1CC(=O)Nc1ccc(OC)cc1 (stereo not given)
82. CCO[C@H]1OC(C(=O)N2CCOCC2)=C[C@@H](c2coc3ccccc3c2=O)[C@@H]1CCCO
83. CCCCOCCCNC(=O)CCCOc1ccccc1
84. COc1cc(CN2CCNC(=O)C2CC(=O)N2CCCO2)cc(OC)c1 (stereo not given)
85. COc1ccc2[nH]cc(/C=N/NS(=O)(=O)c3ccc(C)cc3)c2c1
86. C=CCSc1nnc(-c2nnc(SCC=C)n2-c2ccccc2)n1-c1ccccc1
87. CN(CC(=O)Nc1cccc(F)c1)C(=O)c1cn(-c2ccccc2)nc1-c1ccc(F)cc1
88. COc1cc(OC)c(OC)cc1CN1CCN(c2ccccc2OC)CC1
Assay by compound	81	82	83	84	85	86	87	88
OX1R antag-1	15	15	6	6	49	28	9	5
OX1R antag-2	-34	-6	-16	-15	5	-30	6	-26
STK33 inh	-1.3	-0.1	-1.1	-0.5	0.2	0.4	0.0	1.0
